Bioassay records (PubChem BioAssay)
DAGLB inhibitor: DAGLB lipase inhibitors, primary screen, biochemical, fluorescence, HTS | Diacylglycerol lipase-beta (Homo sapiens), Q8NCG7 | HEK293T DAGLB membrane lysate, EnzChek fluorogenic substrate | inhibition, % at 5.17 µM | 340,000 tested, 0.059% active; in the data active = inhibition above about 34%;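 note: 0% = enzyme with vehicle and 100% = wells lacking enzyme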
Target sequence (Q8NCG7 whole entry, looked up): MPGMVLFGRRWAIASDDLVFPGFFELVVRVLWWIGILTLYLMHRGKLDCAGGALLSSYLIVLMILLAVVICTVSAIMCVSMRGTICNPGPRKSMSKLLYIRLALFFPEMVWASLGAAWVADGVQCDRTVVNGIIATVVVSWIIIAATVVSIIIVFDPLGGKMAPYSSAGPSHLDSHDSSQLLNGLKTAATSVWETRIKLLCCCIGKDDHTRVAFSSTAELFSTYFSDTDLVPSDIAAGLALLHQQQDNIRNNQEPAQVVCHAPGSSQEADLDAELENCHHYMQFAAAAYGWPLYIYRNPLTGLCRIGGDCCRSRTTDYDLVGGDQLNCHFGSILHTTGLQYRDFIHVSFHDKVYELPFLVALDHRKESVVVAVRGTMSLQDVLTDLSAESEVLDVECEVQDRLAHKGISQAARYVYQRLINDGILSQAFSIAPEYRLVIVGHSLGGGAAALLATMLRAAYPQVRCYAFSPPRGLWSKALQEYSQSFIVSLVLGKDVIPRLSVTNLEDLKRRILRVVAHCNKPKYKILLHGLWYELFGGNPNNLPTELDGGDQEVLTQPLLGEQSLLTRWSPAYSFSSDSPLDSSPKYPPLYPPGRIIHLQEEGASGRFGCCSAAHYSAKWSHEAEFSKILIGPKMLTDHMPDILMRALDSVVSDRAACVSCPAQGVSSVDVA
V-ATPase pH: regulators of yeast V-ATPase proton pumping, primary screen, pHLuorin cytosolic pH fluorescence. S. cerevisiae. 350,000 tested, 0.37% active. response, % at 10 µM; in the data active = response mostly above about 7.3%, no sharp cut-off; inactive = mostly below about 5.4%; note: actives read high; inactives centre near 0; some compounds called inactive have numbers as strong as hits; reference of the scale not given here
MOR-DOR ag: agonists of OPRM1-OPRD1 heterodimerization, primary screen, cell-based, luminescence; Mu-type opioid receptor (Homo sapiens) + Delta-type opioid receptor (Homo sapiens), …; cells; activation, % at 9.3 µM; 340,000 tested, 0.3% active; AID 504326, 2011; in the data active = activation above about 18%;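 note: 0% = vehicle-treated cells and 100% = reference agonist; values of inactives mirror those of a sister screen read the other way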
HTR5A inv ag: HTR5A inverse agonists in luminescence cell assay, primary screen, counter-screen for OPRM1-OPRD1 heterodimer inverse agonist project, full-deck HTS; 340,000 tested, 0.083% active; HTR5A cell line, inverse agonism; 5-hydroxytryptamine receptor 5A (Homo sapiens), P47898; AID 504634, 2011; inhibition, % at 9.3 µM; in the data active = inhibition mostly above about 23%, no sharp cut-off; inactive = mostly below about 18%;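 note: 0% = cells with DMSO and 100% = no-cell wells with DMSO; some compounds called inactive have numbers as strong as hits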
Arrestin-AP2 inh: inhibitors of beta-arrestin/AP2 binding, primary screen, biochemical, GPCR trafficking, flow cytometry. beta-arrestin 1 C-terminal peptide binding to AP2 beta2-adaptin appendage (human). FITC-arrestin peptide / GST-AP2 beads; AP2 beta2 appendage carries R879A mutation. inhibition, % at 10 µM. 340,000 tested, 0.31% active;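 active = inhibition above a set limit, near 3 SD of compounds lacking own fluorescence, cut at about 54% in these data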;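 note: plate controls were DMSO wells for no effect and 5 µM unlabelled arrestin peptide for full effect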
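test system = AP2 appendage R879A on GSH beads | buffer or medium = PBS plus Tween 20 (0.05%) and BSA (0.1%) | incubation = 12 min plus 1 h, RT | detection = bead flow cytometry, FITC channel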
PKA-R1A activ: activators of PKA-R1A holoenzyme, primary screen, biochemical, fluorescence polarization, Cy5-IP20, bovine R1A, mouse PKAc; activation, % at 11.4 µM; 340,000 tested, 0.083% active; cAMP-dependent protein kinase type I-alpha regulatory subunit (Bos taurus) + …; PKA-R1A dissociation; scaled: DMSO 0%, 113 µM cGMP 100%;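 active = percent activation above the mean of all tested compounds plus 3 SD, cut at about 19% in these data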;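 note: higher means more PKAc released from R1A so a rise in polarization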
PKA-R2B act: activators of PKA-R2B holoenzyme, primary screen, biochemical, fluorescence polarization, Cy5-IP20, human. PKA-R2B holoenzyme dissociation; R2B truncated from residue 108, S112A mutant; 0% DMSO only, 100% 113 µM cGMP. cAMP-dependent protein kinase catalytic subunit beta (Homo sapiens) + cAMP-dependent …. AID 504700, 2011. activation, % at 11.4 µM. 340,000 tested, 0.079% active;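 active = activation above a cutoff set at the mean over all compounds plus 3 SD, cut at about 18% in these data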;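 note: higher means more holoenzyme dissociation and a rise in polarization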
Target sequence (P31323 whole entry, looked up, other chains not shown, the tested form may be a part): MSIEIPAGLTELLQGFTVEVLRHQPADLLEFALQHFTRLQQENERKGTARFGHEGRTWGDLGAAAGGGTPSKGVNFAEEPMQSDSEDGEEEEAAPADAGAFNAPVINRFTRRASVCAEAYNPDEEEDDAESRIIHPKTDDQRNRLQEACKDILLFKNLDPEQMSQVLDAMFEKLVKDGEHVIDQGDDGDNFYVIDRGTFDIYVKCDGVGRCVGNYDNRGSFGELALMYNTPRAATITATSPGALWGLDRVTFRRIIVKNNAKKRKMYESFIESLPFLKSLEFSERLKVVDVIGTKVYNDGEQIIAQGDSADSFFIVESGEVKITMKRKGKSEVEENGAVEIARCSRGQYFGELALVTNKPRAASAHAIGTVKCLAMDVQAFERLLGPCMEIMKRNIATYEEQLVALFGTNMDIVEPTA
Pemphigus Ab inh: inhibitors of pemphigus antibody binding to DSG3, primary screen, biochemical, bead-based, flow cytometry, scFv-GFP; Desmoglein-3 (Homo sapiens), P32926; DSG3-coupled beads, scFv-anti-DSG3-GFP binding; active compounds read low; binding (percent of control), % at 10 µM; 310,000 tested, 0.48% active;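 active = binding more than 3 SD below its plate's average and above zero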;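 note: hits lower antibody fragment binding to DSG3; some compounds called inactive have numbers as strong as hits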
HTR5A ag ctr: HTR5A agonists in luminescence cell assay, primary screen, counter-screen for OPRM1-OPRD1 heterodimer agonist project, full-deck HTS | 340,000 tested, 0.61% active | cell-based | AID 504692, 2011 | activation, % at 9.3 µM; in the data active = activation mostly above about 9.5%, no sharp cut-off; inactive = mostly below about 7.6%;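 note: 0% = cells with vehicle only and 100% = reference agonist; strong numbers were not always called active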
OPRM1-OPRD1 inv: inverse agonists of MOR-DOR heterodimerization, primary screen, cell-based, luminescence; cell-based MOR-DOR heterodimer luminescence, inverse agonism; inhibition, % at 9.3 µM; 340,000 tested, 0.21% active; Mu-type opioid receptor (Homo sapiens) + Delta-type opioid receptor (Homo sapiens), …; in the data active = inhibition above about 22%, passing the limit was not always enough;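 note: 0% = cells with DMSO and 100% = wells without cells with DMSO; values of inactives mirror those of a sister screen read the other way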
The depositor's hits bear a star; . = no result given.

SMILES | DAGLB inhibitor | V-ATPase pH | MOR-DOR ag | HTR5A inv ag | Arrestin-AP2 inh | PKA-R1A activ | PKA-R2B act | Pemphigus Ab inh | HTR5A ag ctr | OPRM1-OPRD1 inv
C#CCN(C[C@H]1[C@H](OC(=O)NCc2ccccc2F)[C@H](OC(=O)NCc2ccccc2F)C[C@H]2C(=O)N(c3ccccc3)C(=O)[C@@H]12)S(=O)(=O)c1ccc(C)cc1 | -1.5 | -1.3 | . | . | . | -8.2 | -5.0 | 109.5 | . | .
CCOC(=O)C1CCCN(C(=O)Cc2ccc(OC)c(OC)c2)C1 (stereo not drawn) | -2.2 | -3.7 | -2.3 | -18.8 | 16.4 | 7.2 | -0.7 | 105.2 | -1.7 | 13.0
COc1cc(C(CC(=O)N2CCN(c3ccccc3)CC2)c2c(OC)cc(OC)c3ccc(=O)oc23)cc(OC)c1OC (stereo not drawn) | 2.8 | -4.0 | 0.4 | -13.2 | -1.8 | -16.1 | 3.9 | 102.0 | -3.1 | -2.3
COc1ccc(C(=O)COc2ccccc2C(N)=O)cc1 | 1.4 | -2.0 | -2.6 | 13.7 | -16.6 | -3.0 | -0.1 | . | -5.0 | 12.3
COc1ccccc1/C=C/C=N/n1c(-c2ccccc2)n[nH]c1=S | -7.0 | 0.9 | 3.6 | -3.8 | -6.6 | 0.7 | 2.7 | 93.9 | 2.2 | -18.8
O=C(CSc1nc2c(c(=O)[nH]1)CCC2)Nc1ccc(F)cc1 | -0.7 | -4.6 | 0.9 | -18.1 | -4.1 | 9.9 | 0.1 | 103.8 | 8.3 | -6.0
CCOC(=O)C1CCCCN1Cc1cn[nH]c1-c1ccc(F)cc1F (stereo not drawn) | 0.8 | 0.4 | -2.6 | 10.9 | -1.9 | -10.6 | 0.4 | 90.1 | -0.9 | 13.4
O=C(Nc1nc2n(n1)C(c1ccc(F)cc1)CC(c1ccccc1)N2)c1ccco1 (stereo not drawn) | 3.5 | -2.3 | -1.4 | -2.9 | -0.8 | -3.8 | 3.8 | 120.9 | -4.6 | 7.6
CC(=O)Oc1ccc(-c2csc(Nc3ccc(Cl)cn3)n2)cc1 | -1.9 | 1.0 | 1.2 | -3.7 | -7.4 | -5.0 | -5.1 | 99.3 | -1.2 | -6.2
CCOc1ccc(-c2ccc(SCc3ccccn3)nn2)cc1 | -2.3 | 0.0 | 2.7 | 5.8 | 18.9 | 4.3 | -13.8 | 14.6 | -2.3 | -12.2
Cc1nn(-c2ccccn2)c2c1-c1nc(N3CCOCC3)ncc1CC2 | -5.8 | 0.1 | -1.4 | -36.7 | -1.4 | -4.2 | -4.6 | 101.7 | 6.6 | 7.8
COc1cc(C2CC(=O)Oc3cc(C)c(Br)c(C)c32)cc(OC)c1OC (stereo not drawn) | -1.9 | 4.7 | -0.3 | -5.7 | 17.7 | 4.2 | 0.1 | 94.6 | 1.6 | 1.5
Cc1ccccc1N(CC(=O)NCC1CCCO1)C(=O)CNS(=O)(=O)c1ccc(F)cc1 (stereo not drawn) | -3.2 | 0.3 | -1.6 | -0.1 | 15.7 | -5.0 | 1.1 | 101.7 | 0.0 | 8.8
Cc1ccc[n+](-c2nc([O-])sc2C=O)c1 | -13.5 | 0.4 | -2.2 | -38.7 | -4.7 | 4.4 | -13.5 | 97.4 | -1.6 | 10.8
C=CCN(CC=C)C(=S)Nc1ccccc1 | -4.9 | -4.5 | -3.2 | 5.3 | -3.6 | -8.2 | -10.2 | 104.8 | 4.3 | 17.5
Cn1c(N)c(C(=O)COC(=O)c2ccc([N+](=O)[O-])o2)c(=O)n(C)c1=O | 2.0 | 3.0 | 3.8 | 3.5 | -24.5 | -2.3 | 3.3 | 102.3 | -1.2 | -20.8
O=C(COc1ccccc1)Nc1nonc1NC(=O)COc1ccccc1 | 2.2 | 0.0 | -0.6 | 1.2 | 4.6 | -0.1 | 1.2 | 100.6 | -0.4 | 2.8
Brc1ccc(OCc2nc3ccccc3[nH]2)cc1 | 1.5 | 0.4 | 0.3 | -26.3 | -17.8 | -2.5 | 1.8 | 104.2 | 7.1 | -1.3
CC1(C)Oc2ccc(C(=O)N3CCCC3)cc2N(CC(=O)NCc2ccccc2)C1=O | 2.5 | -0.3 | -2.1 | 20.3 | -3.6 | -7.8 | -3.3 | 101.5 | -2.5 | 12.3
CC1C(=O)C(C)C(c2ccc3c(c2)OCO3)NC1c1ccc2c(c1)OCO2 (stereo not drawn) | -10.8 | -3.7 | 2.6 | -23.7 | -2.5 | -0.3 | 1.9 | 100.7 | 1.9 | -15.4
COc1ccccc1NC(=O)c1ccc(Br)o1 | -4.0 | -6.3 | -0.1 | -10.6 | 2.4 | -7.7 | -9.8 | 102.2 | -0.5 | 0.3
O=c1c2ccccc2ncn1CCc1ccncc1 | 0.9 | -3.3 | -2.3 | 1.5 | 0.0 | 0.9 | 1.1 | 92.9 | -0.4 | 11.7
COc1ccc(OC)c(CN(CCN2CCOCC2)S(=O)(=O)c2ccc(NC(C)=O)cc2)c1 | -1.9 | -0.4 | -2.3 | 5.6 | 41.9 | -8.2 | 0.4 | 93.0 | -4.2 | 11.6
CCCCC(=O)NNC(=S)NCc1ccccc1 | -1.3 | 0.9 | 0.5 | -2.3 | -13.3 | -8.6 | -8.6 | 102.7 | 2.2 | -2.5
COC(=O)c1cc(NC(=O)COC(=O)C2COc3ccccc3O2)cc(C(=O)OC)c1 (stereo not drawn) | -2.1 | 0.6 | 3.0 | 2.9 | 30.4 | 11.9 | -3.7 | 99.1 | 1.5 | -11.8
(next part)
SMILES | DAGLB inhibitor | V-ATPase pH | MOR-DOR ag | HTR5A inv ag | Arrestin-AP2 inh | PKA-R1A activ | PKA-R2B act | Pemphigus Ab inh | HTR5A ag ctr | OPRM1-OPRD1 inv
CC(=O)Nc1ccc(OCC(O)CN2CCN(c3ccccc3Cl)CC2)cc1 (stereo not drawn) | 0.7 | 1.3 | -1.2 | 26.4 | -3.4 | 0.6 | 1.6 | 100.1 | 8.4 | 6.6
Nc1ncnc2c1ncn2[C@@H]1O[C@H](CNC(=O)[C@H](N)Cc2cscn2)[C@@H](O)[C@H]1O | -1.9 | -5.2 | -2.0 | -7.4 | 5.2 | 6.1 | -0.3 | 103.6 | 2.0 | 9.9
COc1ccc(CNC(=O)Cn2cnc3c(NCc4ccccc4)ncnc32)cc1 | -2.5 | -2.4 | . | . | 0.8 | -0.5 | -8.6 | 103.2 | . | .
CC(O)CNCCCOc1cccc(Oc2ccccc2)c1 (stereo not drawn) | -1.7 | -0.8 | -2.5 | -3.1 | 10.4 | 1.2 | -4.4 | 95.8 | 1.2 | 11.9
COc1ccc2cc(C(=O)N3CCOCC3)sc(=O)c2c1OC | 0.5 | 7.1 | -1.1 | 15.1 | 0.2 | 1.5 | -12.3 | . | 2.8 | 5.2
COC(=O)c1ccc(C(=O)NC2CCCN(Cc3ccc(Cl)cc3)C2)nc1 (stereo not drawn) | -2.6 | -2.6 | 0.9 | 9.7 | 3.1 | 3.5 | 2.2 | 94.4 | -2.6 | -4.2
COc1ccccc1N1C(=O)c2ccccc2NC1C(OC)OC (stereo not drawn) | -2.4 | -1.8 | -1.5 | -12.5 | 25.2 | 4.4 | 0.6 | . | 4.1 | 7.7
CCOC(=O)[C@@H]1[C@H]2COc3ccccc3[C@H]2N2C(=O)N(c3ccc(Cl)cc3)C(=O)[C@@]12C | -7.7 | 4.0 | 2.3 | -11.1 | 15.2 | -11.6 | 7.9 | 100.3 | 1.1 | -12.7
COc1ccc(-c2nc(N)n(S(=O)(=O)c3ccc(C)cc3)n2)cc1 | -0.8 | -2.2 | 2.2 | 10.7 | -2.3 | -3.9 | -5.4 | 104.7 | -3.9 | -12.1
O=C(O)/C=C/C(=O)Nc1ccccc1C(=O)OCC(=O)c1ccc2c(c1)OCCO2 | 0.3 | 2.0 | 1.1 | -5.9 | -6.3 | -1.3 | -12.4 | . | -0.4 | -4.8
COc1ccc(CC(=O)NNC(=O)COc2ccc(C)cc2)cc1S(=O)(=O)N1CCOCC1 | 5.0 | 0.3 | -1.0 | 5.7 | 36.3 | -7.1 | 4.2 | 103.2 | -0.1 | 6.8
CCOc1ccc(NC(=O)NC2CC(=O)N(c3ccc(OC)cc3)C2)cc1 (stereo not drawn) | -0.2 | 2.1 | -0.9 | -4.7 | -0.3 | -2.1 | -3.8 | 86.2 | -3.8 | 4.6
O=C(CSc1nccn(-c2ccc(F)c(Cl)c2)c1=O)NC1CCCC1 | 0.6 | -1.3 | -2.2 | 8.0 | -2.5 | 12.4 | 0.0 | 100.3 | 0.2 | 14.6
O=C(NC1CCC(O)CC1)c1ccc2c(c1)S(=O)(=O)N=C1CCCCCN12 (stereo not drawn) | 0.8 | -0.5 | -0.8 | 2.8 | -5.6 | 5.9 | 8.3 | 97.1 | 4.6 | 4.1
COC(=O)C1=C(C)N(CCCC(=O)O)C(=O)NC1c1ccc(-c2ccccc2)cc1 (stereo not drawn) | -2.1 | -2.5 | -1.2 | 1.5 | 1.1 | -0.7 | 0.3 | 103.3 | 0.1 | 6.6
O=C1CN(C(=O)COC(=O)CCCOc2ccccc2)c2ccccc2N1 | 2.4 | 0.7 | -0.2 | 23.4 | 22.4 | -4.8 | -1.9 | 104.3 | 7.2 | 1.0
O=C(CCC1N=C2c3ccccc3N=C(SCc3ccc(Cl)cc3)N2C1=O)NCc1ccco1 (stereo not drawn) | -2.6 | 2.6 | 1.5 | -14.2 | 10.3 | -10.1 | -2.0 | 94.9 | 5.3 | -9.2
CC(C)CNC(=S)NNC(=O)c1ccco1 | 2.2 | 3.8 | -2.5 | -0.1 | 8.1 | -10.6 | -6.4 | 96.7 | 6.7 | 11.4
Oc1ccc(CN2CCCCC2)c2cccnc12 | 0.1 | -2.1 | -0.3 | 17.4 | 9.3 | -4.7 | -17.9 | 97.0 | 5.2 | 1.9
CN(Cc1cccnc1)C(=O)c1ccc(Cl)c(NS(=O)(=O)c2ccc(F)cc2)c1 | 0.0 | -0.1 | -0.4 | -4.9 | 32.9 | -2.2 | -3.9 | 97.2 | -0.6 | 2.8
